eIF2B yeast act – eIF2B (yeast) activity modulation. actives 0.91% (n = 27,000). S. cerevisiae eIF2B-epsilon R284H, GCN4-lacZ luminescence. AID 688. inhibition, % at 25 µM (by protocol);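 active = mutant luminescence inhibited past about 50% while wild type luminescence and mutant growth stay under set limits, limit read from the data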; also: some compounds called inactive have numbers as strong as hits
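Material: yeast eIF2B-epsilon R284H mutant carrying GCN4–beta-galactosidase fusion. Medium: YPD yeast growth medium. Incubation: 16 h growth with compound at 30 °C, 90 min Beta-Glo step. Signal: Beta-Glo luminescence plus absorbance at 595 nm. Evaluation: % inhibition of reporter signal and growth versus controls. Doses: 25 µM single dose.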
Yeast growth tox – Inhibitors of S. cerevisiae growth, toxicity; S. cerevisiae wild-type growth, A595 turbidity, 16 h; growth inhibition, % at 25 µM (by protocol); actives 0.3% (n = 30,000); AID 685;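 active = mutant and wild-type yeast strains alike exhibit over 30% growth inhibition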;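 also: 0% = untreated cell controls and 100% = YPD media blanks without cells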
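Incubation: 16 h growth with compound, 30 °C; Material: S. cerevisiae wild-type or eIF2Bepsilon-R284H mutant strain; Signal: turbidity measured as absorbance at 595 nm; Medium: YPD yeast growth medium; Measure: growth inhibition (%) versus cell controls and blanks; Doses: 25 µM single dose.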
Yeast growth tox inhibition % – further read-out of Yeast growth tox, marked with its call; growth inhibition, %; S. cerevisiae eIF2Bepsilon-R284H mutant growth, A595 turbidity, 16 h;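 each compound tested once at 25 µM; 0% equals untreated cells and 100% equals cell-free medium blanks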
eIF2B yeast act mutant toxicity – also measured in eIF2B yeast act; calls as there; growth inhibition, %; measured here: mutant yeast growth, toxicity;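 each compound tested once at 25 µM; zero equals untreated control growth and 100 equals blank medium absorbance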
Active calls of the source: *; nt = no result given. A portion of the library, so the mix of outcomes need not match the whole.

SMILES | eIF2B yeast act | eIF2B yeast act mutant toxicity | Yeast growth tox | Yeast growth tox inhibition %
Clc1ccc(CSc2nnc(Cn3cnc4ccccc43)o2)cc1 | 5 | nt | nt | nt
CC(C)CC(=O)N1CCN(Cc2cccc(F)c2)CC1 | -8 | nt | nt | nt
COC(=O)CN1C(=O)C(O)=C(C(C)=O)C1c1ccc([N+](=O)[O-])cc1 (stereo unspecified) | 14 | 11 | 3 | 11
Cc1ccc(CN2C(=O)C(C)(C)Oc3ccc(C(=O)N4CCCCC4)cc32)cc1 | -12 | nt | nt | nt
COc1ccccc1NC(NC(=O)c1ccco1)C(=O)c1ccccc1 (stereo unspecified) | 5 | -14 | -22 | -14
CCN=C1SC(CC(=O)NCC)C(=O)N1CC (stereo unspecified) | 2 | 18 | 11 | 18
O=C(CS(=O)CC(=O)Nc1ccc(Cl)cc1)NCC1OCCc2ccccc21 (stereo unspecified) | 13 | 11 | -6 | 11
CCOC(=O)CC(=O)CSc1nc(C)cc(-c2cccnc2)c1C#N | 55* | nt | -8 | 8
Nc1ncnc2c1ncn2CCN1CCCCC1 | 7 | 2 | 5 | 2
Cc1cccc(CC2S/C(=N/c3ccccn3)NC2=O)c1 (stereo unspecified) | nt | nt | 3 | -3
Cc1cc(N2CCN(c3ccc(F)cc3)CC2)nc(-c2ccccc2)n1 | 22 | nt | nt | nt
C=CCc1ccc(OCC(O)COc2ccc(CC=C)cc2OC)c(OC)c1 | 14 | 10 | -1 | 10
COc1cccc2cc(-c3nc(-c4cccs4)cs3)c(=O)oc12 | 22 | 16 | -2 | 16
COC(=O)CCS(=O)(=O)c1cc(Cl)ccc1Cl | 19 | nt | 1 | 0
COc1ccc(CNC(=O)c2c(N)n(CCCN3CCOCC3)c3nc4ccccc4nc23)cc1 | 10 | nt | 44 | 0
O=c1[nH]c2c(c(=O)n1Cc1ccccc1)CCC2 | 17 | 11 | 1 | 11
O=C(CSc1nnnn1-c1ccc2c(c1)OCCO2)c1cccc2c1OCCO2 | 20 | 8 | -22 | 8
O=C(CC12CC3CC(CC(C3)C1)C2)Nc1cccc2ncccc12 | nt | nt | -10 | 15
O=C1CCC(=O)N1CNc1ccc(Oc2ccccc2)cc1 | -6 | -13 | 8 | -13
C#CCN(C#N)c1nc(NCC)nc(NC(C)C)n1 | 9 | nt | 2 | 0
O=C(O)CCN1CCc2ccccc21 | nt | nt | 3 | -13
CC(C)OC(=O)CSc1nnc(-c2ccccc2)n1N | -11 | nt | 4 | 0
COC(=O)C1=C(C)N(c2cccc3ccccc23)C(=O)C1 | 23 | nt | -10 | 0
S=c1[nH]nc(-c2ccccc2)n1CC1CCCO1 (stereo unspecified) | -6 | 2 | 1 | 2
Cc1ccc(S(=O)(=O)c2nc(S(C)(=O)=O)sc2N(C)C)cc1 | 20 | 11 | 23 | 11

Going on with the list.
SMILES | eIF2B yeast act | eIF2B yeast act mutant toxicity | Yeast growth tox | Yeast growth tox inhibition %
COc1ccc(S(=O)(=O)Nc2cc(C)ccn2)cc1 | 15 | 3 | 13 | 3
CCOc1ccc(Br)cc1C1C(C(=O)OC)=C(N)Oc2cc(N(C)C)ccc21 (stereo unspecified) | nt | nt | 6 | -5
CCN(CC)C(=O)N1CCN(C(=O)c2ccc(C)cn2)CC1 | 7 | -11 | 18 | -11
Cc1c(OCC(=O)OC(C)C)ccc2c3c(c(=O)oc12)CCC3 | 34 | -2 | -6 | -2
CCOC(=O)c1ccccc1NC(=O)c1ccc(N(C)S(C)(=O)=O)cc1 | -4 | nt | nt | nt
CCc1c(C)sc(NC(=O)OC)c1C(=O)N1CCCCC1 | nt | nt | 2 | -15
COc1ccc(-c2cc(C(=O)N3CCN(c4ccccc4)CC3)no2)cc1OC | 14 | 5 | 11 | 5
N#CC1=C(N)Oc2n[nH]c(-c3ccccn3)c2C1c1c(F)cccc1Cl (stereo unspecified) | nt | nt | -3 | 2
Cc1cc(C(=O)Nc2nnc(-c3ccccc3)s2)no1 | 7 | 15 | 28 | 15
C/C(N)=C(/C#N)C(=O)CN1CCCCC1 | 20 | nt | 12 | 0
O=C(CCCOc1ccccc1)N1CCN(C(=O)c2ccco2)CC1 | 18 | nt | 10 | 0
CSC1=NCCN1C(=O)c1cccc(C(F)(F)F)c1 | 47 | -7 | 8 | -7
COC(=O)Nc1nnc(Cc2ccc(Cl)cc2)s1 | 19 | -5 | 13 | -5
COc1ccc(-n2nnc3c(SCC(=O)c4ccccc4)ncnc32)cc1 | 23 | -8 | -1 | -8
O=C(CSc1n[nH]c(-c2ccncc2)n1)c1ccccc1 | -19 | nt | nt | nt
Cc1ccsc1C(=O)OCC(=O)c1cc2ccccc2o1 | nt | nt | 5 | 4
COc1ccc(OC)c(/C(O)=C/C(=O)C(=O)Nc2cc(C)ccc2OC)c1 | nt | nt | 18 | 12
CCN(CC)c1ccc(NC(=O)COC(=O)c2ccc3ccccc3n2)cc1 | -20 | 10 | 1 | 10
CCOCC(=O)Nc1nnc(COC)s1 | 29 | -5 | -2 | -5
O=C(Nc1nccs1)c1cc2c(s1)CCCCC2 | nt | nt | 9 | 26
COC(=O)c1ccccc1NC(=O)c1ccc(-c2cccc(Cl)c2)o1 | -1 | -8 | -15 | -8
CCOC(=O)N1CCN(C(=O)c2ccc(N3C(=O)CCC3=O)cc2)CC1 | -6 | nt | 1 | 0
Cc1nnc(N(Cc2ccco2)C(=O)c2ccc(C#N)cc2)s1 | 16 | nt | nt | nt
Cc1ccc(C(=O)Nc2nc(COc3ccccc3)cs2)s1 | 31 | 20 | 31 | 20
c1c2c(cc3sc(N4CCCCC4)nc13)OCCO2 | 37 | -18 | 8 | -18

Only Yeast growth tox inhibition % and eIF2B yeast act, for some of the entries so far:
structure,Yeast growth tox inhibition %,eIF2B yeast act
COc1ccc(-n2nnc3c(SCC(=O)c4ccccc4)ncnc32)cc1,-8,23
O=C(CSc1n[nH]c(-c2ccncc2)n1)c1ccccc1,nt,-19
Cc1ccsc1C(=O)OCC(=O)c1cc2ccccc2o1,4,nt

The listing continues.
SMILES | eIF2B yeast act | eIF2B yeast act mutant toxicity | Yeast growth tox | Yeast growth tox inhibition %
COCCNC(=S)c1ccc(OC)cc1 | 5 | -5 | 1 | -5
Cc1cccc2sc(NC(=O)CSc3nc4ccccc4o3)nc12 | nt | nt | -46 | -28
CCOc1ccc(-c2nnc(-c3ccc(OC)cc3)o2)cc1 | -34 | nt | nt | nt
CCCN(CCC)c1nc(NC2CCN(C(=O)OCC)CC2)nc(OC)n1 | 25 | 23 | 0 | 23
Cc1cc(C)cc(OCC(=O)N2N=C(C(F)(F)F)CC2(O)C(C)(C)C)c1 (stereo unspecified) | -18 | nt | nt | nt
CN(C(=S)Nc1ccc(F)cc1)C1(c2ccccc2Cl)CCCCC1=O (stereo unspecified) | nt | nt | 18 | 20
CN(C)C(CNC(=O)c1cccnc1Sc1ccccc1)c1ccco1 (stereo unspecified) | 23 | 14 | 6 | 14
CCOCCCn1c(=N)c(C(=O)NCc2ccc3c(c2)OCO3)cc2c(=O)n3ccccc3nc21 | 12 | 2 | 4 | 2
CC(C)NCCOCCOc1ccccc1F | 7 | 8 | 4 | 8
CCCC1NC(=O)NC(C)=C1C(=O)OCC (stereo unspecified) | 7 | 22 | 14 | 22
CCCOc1cccc(NC(=O)c2c(-c3ccccc3)noc2C)c1 | 46 | 12 | -3 | 12
CCOC(=O)N1CCC(n2c(SCC(=O)NCc3ccccc3)nc3ccccc3c2=O)CC1 | 18 | nt | 10 | 0
N#CCCN(Cc1cccnc1)S(=O)(=O)c1ccc(S(=O)(=O)NC2CCCCC2)cc1 | -3 | -11 | -25 | -11
CCOC(=O)N=S(=O)(Oc1ccc([N+](=O)[O-])cc1)c1ccc(Cl)cc1 (stereo unspecified) | -6 | nt | nt | nt
C/C(=N\OC(=O)c1ccc(C)cc1)c1sc(C)nc1C | 30 | 18 | 27 | 18
Cc1cc(Nc2ccc(Cl)cc2)n(-c2cccc(Cl)c2)n1 | 8 | -19 | 13 | -19
C=CCn1c(SCc2c(C)noc2C)nc2ccccc2c1=O | nt | nt | -1 | 7
CC(C)(C)N1CC(c2nc3ccccc3n2Cc2ccc(Cl)cc2)CC1=O (stereo unspecified) | -9 | -10 | -12 | -10
O=S1(=O)N=C(Oc2cccc3ccccc23)c2ccccc21 | 21 | 47 | 28 | 47
CCCCCC(C)NC(=O)c1ccoc1C (stereo unspecified) | -5 | 15 | -10 | 15
CC(=O)n1nc(-c2ccc(Cl)cc2)nc1NCc1ccco1 | 19 | -3 | 1 | -3
CCOC(=O)N1CCN(C(=O)COc2ccc(Cl)cc2)CC1 | 30 | 12 | 3 | 12
COc1ccc(C(=O)N2CCN=C2c2ccccc2)cc1OC | 11 | 5 | -8 | 5
COc1ccc(N2CCN(C(=O)CSc3nc4c(c(=O)n(C)c(=O)n4C)n3C(C)C)CC2)cc1 | -5 | -4 | 10 | -4
Cc1ccc(C(=O)Nc2nnc(C3CCCCC3)s2)o1 | nt | nt | 10 | 12

Reformatted: results already given
Fields: eIF2B yeast act, eIF2B yeast act mutant toxicity, Yeast growth tox, Yeast growth tox inhibition %
> Cc1cccc2sc(NC(=O)CSc3nc4ccccc4o3)nc12
→ nt, nt, -46, -28
> COCCNC(=S)c1ccc(OC)cc1
→ 5, -5, 1, -5
> C=CCn1c(SCc2c(C)noc2C)nc2ccccc2c1=O
→ nt, nt, -1, 7
> COc1ccc(C(=O)N2CCN=C2c2ccccc2)cc1OC
→ 11, 5, -8, 5
> N#CCCN(Cc1cccnc1)S(=O)(=O)c1ccc(S(=O)(=O)NC2CCCCC2)cc1
→ -3, -11, -25, -11
> CC(C)NCCOCCOc1ccccc1F
→ 7, 8, 4, 8

The list continues:
SMILES | eIF2B yeast act | eIF2B yeast act mutant toxicity | Yeast growth tox | Yeast growth tox inhibition %
CC(=O)Nc1ccc(C(=O)Nc2ccc(S(=O)(=O)NCC3CCCO3)cc2)cc1 (stereo unspecified) | nt | nt | 16 | -12
CC(C)C(CCN1C(=O)c2ccccc2C1=O)c1ccco1 (stereo unspecified) | -10 | 5 | -13 | 5
COc1ccccc1NCC(O)Cn1c2ccccc2c2ccccc21 (stereo unspecified) | 22 | 22 | 22 | 22
CC1(C)CC2CC(C)(CN2C(=O)CN2C(=O)c3ccccc3C2=O)C1 (stereo unspecified) | nt | nt | 5 | 4
O=C(COC(=O)c1ccccc1Nc1cccc(C(F)(F)F)c1)NCc1ccco1 | -13 | -10 | -10 | -10
COc1ccccc1C(=O)Nc1ccon1 | 22 | 8 | -7 | 8
O=C(CC(c1ccccc1)c1cc(Cl)ccc1O)N1CCOCC1 (stereo unspecified) | 0 | -45 | -12 | -45
CCC1SC2=NC(C)=C(C(=O)OCCOC)C(c3ccc(C(=O)OC)cc3)N2C1=O (stereo unspecified) | 32 | -4 | -2 | -4
COC(=O)c1ccccc1NC(=O)c1cc(-c2ccc(C)cc2)on1 | nt | nt | -2 | 12
c1ccc(C2=NC(c3ccccc3)N=C(c3ccccc3)N2)cc1 | 10 | -9 | 1 | -9
COc1ccc(/C(N)=N/OC(=O)Oc2ccccc2)cc1 | 26 | 23 | 8 | 23
Cc1onc(-c2ccncc2)c1C(=O)O | 7 | 15 | -2 | 15
CC1CCCCC1NC(=O)C1CCN(S(=O)(=O)N2CCCCCC2)CC1 (stereo unspecified) | 4 | -4 | -9 | -4
Cc1cccc(OCc2nnc(SCC(=O)NCCc3ccccc3)o2)c1 | 12 | -20 | -16 | -20
COCC(C)n1c(C)cc(C(=O)COC(=O)c2nc3nc(C)cc(C)n3n2)c1C (stereo unspecified) | -14 | 5 | 15 | 5
O=C1CC(SCc2nc3ccccc3[nH]2)C(=O)N1c1ccc(Cl)cc1 (stereo unspecified) | 22 | -14 | 14 | -14
O=C(O)CCNc1ccc2c(c1)OCCO2 | -30 | nt | nt | nt
O=C(CSc1nc2ccccc2c(=O)n1Cc1ccco1)N1CCCCCC1 | 18 | 4 | 17 | 4
CN(CCNC(=O)C1CC(=O)N(c2ccc(F)c(Cl)c2)C1)Cc1ccccc1 (stereo unspecified) | 22 | 7 | 14 | 7
CCCCSc1nc2c(cnn2-c2ccc(Cl)cc2)c(=O)[nH]1 | 21 | -7 | -3 | -7
Cc1ccc(CN2C(=O)CCC2C(=O)NCCN(CC(C)C)CC(C)C)cc1 (stereo unspecified) | -14 | nt | -4 | 0
Cc1ccc(N(C(=O)CNC(=O)c2ccco2)C(C(=O)NCC2CCCO2)c2ccccc2)cc1 (stereo unspecified) | 12 | -21 | 6 | -21
O=C(CCN1C(=O)c2ccccc2S1(=O)=O)NCc1ccco1 | 34 | -12 | -3 | -12
CCC(C)(C(=O)NC1CCCCC1)N(Cc1ccco1)C(=O)CNC(=O)c1ccccc1 (stereo unspecified) | 10 | 30 | 13 | 30

Some of the entries above, reformatted:
mol	eIF2B yeast act	eIF2B yeast act mutant toxicity	Yeast growth tox	Yeast growth tox inhibition %
O=C(COC(=O)c1ccccc1Nc1cccc(C(F)(F)F)c1)NCc1ccco1	-13	-10	-10	-10
CCC(C)(C(=O)NC1CCCCC1)N(Cc1ccco1)C(=O)CNC(=O)c1ccccc1 (stereo unspecified)	10	30	13	30
